TEAD-YAP inh: TEAD-YAP interaction inhibition; HEK-TIYL cells, TEAD-Gal4/YAP UAS-luciferase luminescence; inhibition, % at 9.12 µM; hit rate 1.4% among 640,000; in the data active = inhibition above about 32%;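 note: 0% = median of test compound wells and 100% = reference inhibitor wells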
FBW7 activator: activators of human E3 ligase FBW7; Q969H0; AlphaScreen FBW7–phospho-cyclin E peptide binding, activator screen; normalized activity (activation), % at 26.1 µM; hit rate 0.13% among 650,000; in the data active = normalized activity above about 1.9%;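 note: purified mutant Fbw7 with reduced substrate affinity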
MITF primary: blocks human microphthalmia-associated transcription factor; O75030; AlphaScreen MITF homodimerization, bead proximity signal; inhibition, % at 2.6 µM; hit rate 0.91% among 650,000; AID 1259374; in the data active = inhibition above about 50%;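 note: 0% = vehicle wells with protein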
Target sequence (O75030 whole entry, looked up): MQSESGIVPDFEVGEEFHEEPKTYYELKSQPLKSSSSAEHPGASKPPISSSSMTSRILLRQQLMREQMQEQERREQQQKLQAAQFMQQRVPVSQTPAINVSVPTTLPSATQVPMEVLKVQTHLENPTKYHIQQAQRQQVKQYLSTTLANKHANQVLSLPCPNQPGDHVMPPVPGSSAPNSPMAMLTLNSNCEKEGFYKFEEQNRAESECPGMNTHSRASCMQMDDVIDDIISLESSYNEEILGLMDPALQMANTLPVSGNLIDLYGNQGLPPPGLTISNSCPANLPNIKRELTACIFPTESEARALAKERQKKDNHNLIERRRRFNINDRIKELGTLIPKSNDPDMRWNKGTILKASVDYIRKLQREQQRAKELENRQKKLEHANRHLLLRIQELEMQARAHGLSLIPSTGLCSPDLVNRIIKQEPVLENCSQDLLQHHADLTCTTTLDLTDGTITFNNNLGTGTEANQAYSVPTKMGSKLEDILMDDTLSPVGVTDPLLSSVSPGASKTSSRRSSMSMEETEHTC
GPR151 activ: human GPR151 activation; Q8TDV0; PathHunter beta-arrestin GPR151 cells, luminescence; activation, % at 11.2 µM; hit rate 1% among 650,000; AID 1508602; in the data active = activation above about 4.9%;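 note: 0% = median of compound wells and 100% = cells with positive control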
Target sequence (Q8TDV0 whole entry, looked up): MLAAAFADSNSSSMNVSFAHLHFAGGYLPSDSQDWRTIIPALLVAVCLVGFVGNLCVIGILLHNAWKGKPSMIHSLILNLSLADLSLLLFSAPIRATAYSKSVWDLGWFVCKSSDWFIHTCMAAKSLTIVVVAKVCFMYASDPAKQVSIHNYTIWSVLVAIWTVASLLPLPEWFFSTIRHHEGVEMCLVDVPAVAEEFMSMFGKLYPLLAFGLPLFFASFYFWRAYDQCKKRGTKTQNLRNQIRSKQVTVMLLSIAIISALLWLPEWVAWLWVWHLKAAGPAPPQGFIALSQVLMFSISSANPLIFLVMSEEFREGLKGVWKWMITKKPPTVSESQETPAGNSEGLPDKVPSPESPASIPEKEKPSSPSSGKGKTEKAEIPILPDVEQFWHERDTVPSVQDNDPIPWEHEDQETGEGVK
* hit, by the source's call.

SMILES	TEAD-YAP inh	FBW7 activator	MITF primary	GPR151 activ
Cc1ccc(-n2c(SCC#N)nc3c(sc(=S)n3-c3cc(C)ccc3F)c2=O)cc1	9	0.0	-1	2.3
Cc1ccc(-c2ncn(-c3ccc(Nc4nccc(-c5cncc(F)c5)n4)cc3)n2)cn1	-1	0.7	16	-3.6
CCN(CC)Cc1cc(CN[C@H]2C[C@H]3C(=O)N[C@@H](Cc4ccccc4)C(=O)N3C2)ccc1OC	5	0.0	-14	-0.3
COc1cc(OC)c(OC)cc1/C=C(/C#N)c1ccc([N+](=O)[O-])cc1	1	-0.2	-11	0.8
CCN(CC)c1ccc(C2N(c3nccs3)C(=O)C3CCCN32)cc1 (stereo unspecified)	9	0.0	-5	-1.2
CCOC(=O)c1ccccc1NC(=O)CSc1nnc(C)c(=O)[nH]1	-6	-0.3	-1	-1.0
O=C(NCCN1CCOC1=O)C(=O)NCCN1CCOC1=O	-2	-0.2	2	0.0
Cn1c(C(=O)OCC(=O)NC(C)(C)C)cc2sccc21	-1	0.0	14	0.7
Cc1ccc(N=c2oc3cc(O)ccc3cc2C(N)=O)cc1	32	-0.1	-4	-0.2
COC(=O)c1ccc(/C=C/C2=CCN(C)CC2)cc1	-18	-0.2	-5	0.3
Cc1ccc(NC(=O)CSc2nnc(CC(=O)Nc3ccccc3)n2C)cc1[N+](=O)[O-]	20	-0.2	2	1.7
CC(C)(C)OC(=O)NNC(=O)c1ccc([N+](=O)[O-])cc1	0	-0.1	7	-0.4
CSc1nc(C)cc(OCCNS(=O)(=O)c2cc(C)ccc2C)n1	5	0.2	5	1.4
CCc1ccc(CN2CCc3nnc(C(C)NC(=O)C4CC4)n3CC2)o1 (stereo unspecified)	4	-0.4	-3	-1.2
Cc1ccc2ncc(C(=O)N3CCN(c4cccc(Cl)c4)CC3)c(=O)n2c1	8	-0.2	-7	-1.2
COc1ccc(Cl)cc1NS(=O)(=O)c1ccc(SC)cc1	18	0.1	14	-1.1
CCCCCCCCS(=O)CCO (stereo unspecified)	-7	-0.1	-4	1.3
COc1ccc(-n2c(C)ccc2C)nc1	10	0.1	9	-0.5
COc1c(C)cccc1C1=N/C(=C\c2cccc([N+](=O)[O-])c2)C(=O)O1	10	-0.1	7	1.2
CCC(=O)Nc1ccccc1C(=O)OCC(=O)c1cccc([N+](=O)[O-])c1	-3	0.3	56*	-0.1
O=C(Nc1ccc(F)cc1F)c1cc(-c2ccc(O)cc2)on1	-13	-0.1	-3	0.3
CC12CCC(C(=O)Nc3ccccc3)(OC1=O)C2(C)C (stereo unspecified)	7	0.3	7	-1.5
O=S(=O)(c1cccc(N=Nc2ccc(O)c3ccccc23)c1)N1CCOCC1	-4	0.3	4	-1.0
CCc1ccccc1NC(=O)N1CCC(NC(=O)C(Cc2ccccc2)NC(C)=O)CC1 (stereo unspecified)	12	-0.1	25	0.6

Exported with bars between the fields: part of the list above.
Structure | TEAD-YAP inh | FBW7 activator | MITF primary | GPR151 activ
COc1c(C)cccc1C1=N/C(=C\c2cccc([N+](=O)[O-])c2)C(=O)O1 | 10 | -0.1 | 7 | 1.2
CCc1ccc(CN2CCc3nnc(C(C)NC(=O)C4CC4)n3CC2)o1 (stereo unspecified) | 4 | -0.4 | -3 | -1.2
CCc1ccccc1NC(=O)N1CCC(NC(=O)C(Cc2ccccc2)NC(C)=O)CC1 (stereo unspecified) | 12 | -0.1 | 25 | 0.6

Next structures
SMILES	TEAD-YAP inh	FBW7 activator	MITF primary	GPR151 activ
COc1ccc2c(c1)CC(C(=O)Nc1ccc(-c3cn[nH]c3)cc1OC)CO2 (stereo unspecified)	-5	0.1	4	0.8
O=C(COC(=O)c1cc(=O)[nH]c(=O)[nH]1)Nc1nc(-c2ccccc2)cs1	3	0.1	14	-2.5
CCOC(=O)C(=O)Nc1sc(C(=O)Nc2cccc(Cl)c2)c(C)c1C(=O)OC	-7	0.5	9	-0.2
CC(C)C(=O)NCCc1nnc2n1CCN(Cc1cccc3ncccc13)CC2	11	-0.1	9	-1.0
COc1ccc(C2C(C(=O)N3CCN(c4ccc(F)cc4)CC3)c3ccccc3C(=O)N2c2ccc(OC)cc2)cc1 (stereo unspecified)	20	0.2	7	0.3
C=CCNC(=O)c1ccc(SC)c([N+](=O)[O-])c1	-3	-0.3	-2	-0.5
O=C(CN1CCC2(CC1)NC(=O)N(Cc1ccc(F)cc1)C2=O)NCC1CCCO1 (stereo unspecified)	0	0.1	-4	1.3
COc1ccc2cc(-c3nnc(Nc4ccccc4F)s3)c(=O)oc2c1	-8	0.1	6	0.2
O=c1[nH]c(=O)n(-c2ccccc2Cl)c(O)c1C=NCc1ccccc1F	0	-0.3	-10	0.7
O=c1[nH]c(=O)n(-c2ccc(Cl)cc2)c(O)c1C=Nc1cccc(Cl)c1	-1	0.0	13	4.8
CCN(CC)CCCNCc1ccc(Cl)cc1	-9	0.1	51*	-0.3
Cc1cc2nc(SCC(=O)N3c4ccccc4CCc4ccccc43)nc(C)c2cc1C	2	-0.3	-10	-0.3

Entries from the list above with a nitro group on carbon (6):
SMILES	TEAD-YAP inh	FBW7 activator	MITF primary	GPR151 activ
COc1cc(OC)c(OC)cc1/C=C(/C#N)c1ccc([N+](=O)[O-])cc1	1	-0.2	-11	0.8
Cc1ccc(NC(=O)CSc2nnc(CC(=O)Nc3ccccc3)n2C)cc1[N+](=O)[O-]	20	-0.2	2	1.7
CC(C)(C)OC(=O)NNC(=O)c1ccc([N+](=O)[O-])cc1	0	-0.1	7	-0.4
COc1c(C)cccc1C1=N/C(=C\c2cccc([N+](=O)[O-])c2)C(=O)O1	10	-0.1	7	1.2
CCC(=O)Nc1ccccc1C(=O)OCC(=O)c1cccc([N+](=O)[O-])c1	-3	0.3	56*	-0.1
C=CCNC(=O)c1ccc(SC)c([N+](=O)[O-])c1	-3	-0.3	-2	-0.5

Further records
SMILES	TEAD-YAP inh	FBW7 activator	MITF primary	GPR151 activ
O=C(NCN1CCN(c2ccc([N+](=O)[O-])cc2)CC1)c1cccnc1	-1	-0.1	-4	0.4
O=C(CCN1C(=O)/C(=C\c2ccccc2)SC1=S)N1CCOCC1	0	0.2	-1	-1.7
COc1ccc(-c2cc(C(F)(F)F)nc(SC3CC(O)C4OCC3O4)n2)cc1OC (stereo unspecified)	-14	0.1	-9	-0.7
Cc1cc(-c2nnc(CCC(=O)NCC3(N4CCCCC4)CCCC3)o2)no1	-3	0.1	5	2.5
CCOC(=O)C1=C(C)NC(=O)NC1c1cc(I)ccc1OC (stereo unspecified)	13	0.4	23	0.0
COC(=O)c1ccc(CSc2ncnc3c2nnn3Cc2ccc(F)cc2)o1	-2	0.1	1	1.5
N#CCc1nc(-c2ccccc2OC(F)F)no1	0	-0.2	1	-0.2
Cc1ccc(NC(=O)Cn2c(=O)c3cccn3c3ccccc32)c(Cl)c1	-2	0.3	-7	0.6
Cc1cc(/C=C(/C#N)c2cccc(Cl)c2)c(C)n1C	-11	0.0	1	5.6*
Cc1ccc(NC(=O)c2ccc(COc3ccc(C)cc3)cc2)cc1	-5	0.1	5	-0.1
CCc1ccc(NC(=O)C2CC3CCCN3C23C(=O)Nc2ccccc23)cc1 (stereo unspecified)	-11	0.1	1	4.2
O=c1n(Cc2ccc(Cl)cc2)c2cc(N3CCCCC3)c([N+](=O)[O-])cc2n1Cc1ccc(Cl)cc1	4	0.7	21	1.0
COc1ccc(NC(=O)COC(=O)C2CC(=O)N(c3ccc(OC)cc3)C2)cc1 (stereo unspecified)	19	0.4	13	0.0
C=CCC1(C#N)C(=S)NC(C)=C(C(=O)OCC)C1c1cccs1 (stereo unspecified)	4	0.1	26	-0.6
c1ccc(COC2CCN(Cc3ccc4c(c3)CN(Cc3ccccn3)CCO4)CC2)cc1	-5	0.0	-18	-0.3
CC(NC(=O)COC(=O)COc1ccc(C(=O)c2ccccc2)cc1)c1ccccc1 (stereo unspecified)	-6	-0.2	-3	0.9
CCOC(=O)N1CCN(c2cc(N3CCCCC3)c(F)cc2[N+](=O)[O-])CC1	10	0.1	15	0.4
CC(C)c1ccc(CNc2cc(N3CCN(C(=O)c4ccccc4F)CC3)ccc2[N+](=O)[O-])cc1	0	-0.1	-2	0.7
O=C(CSc1n[nH]c(=O)n1C1CC1)Nc1ccc(OCc2ccccc2)cc1	7	0.1	0	0.1
CCCCNC(=O)c1c[nH]c2ccc(S(=O)(=O)N(C)c3ccc(C(C)C)cc3)cc2c1=O	-1	-0.4	5	1.3
CCOC(=O)/C(C#N)=C/Nc1cc(C)nn1CCC#N	-3	-0.1	-2	1.5
COc1ccc(-c2cccc(C(=O)NCc3ccco3)c2)cc1	-6	-0.6	1	0.4
Cc1cc(NC(=O)Cn2cnc3c(nnn3Cc3ccccc3)c2=O)no1	-8	0.0	-9	-1.3
O=C(O)CNC(=O)COc1cccc(Br)c1	-1	0.1	0	3.9
CCc1nn(-c2ccccc2)c2nc(-c3cccc([N+](=O)[O-])c3)c3cc(OC)c(OC)cc3c12	5	0.0	1	-0.3
Cc1nnc(N2C(=O)C(O)=C(C(=O)c3cccs3)C2c2ccc(F)cc2)s1 (stereo unspecified)	1	-0.1	36	0.6
Cc1ccc(NC(=O)/C=C/c2cccc([N+](=O)[O-])c2)cc1C	-15	-0.1	3	1.0
Cc1ccc(F)c(CN2CCN3C(=O)[C@H](C)N(C)C(=O)[C@H]3C2)c1	-1	0.0	-3	3.0
CCN(CC)c1n[nH]c(-c2cccc(Cl)c2)n1	-30	0.1	14	5.3*
Cc1cc(C)c(NC(=O)C(C)Sc2nnc(-c3ccc(C(C)(C)C)cc3)n2C)c(C)c1 (stereo unspecified)	10	0.0	6	-1.1
O=C(Nc1ccc(NC(=O)c2sc3ccccc3c2Cl)cc1Cl)c1ccco1	-14	0.0	-2	1.4
Cc1ccc(C(C)CCN2CCc3nnc(CCNC(=O)c4cccnc4)n3CC2)o1 (stereo unspecified)	4	-0.2	7	2.5
CCOc1ccc(C2=Nn3cnnc3SC2)cc1	-11	0.1	12	-0.2
C=CCc1ccc(OCC(O)COCC)c(OC)c1 (stereo unspecified)	-3	0.8	-4	-0.1
Cc1ccc(N(Cc2nnc3n2CCCCC3)C(=O)Nc2ccccc2)cc1	-4	-0.1	-4	-0.8
COC(=O)c1sc(N)c(C(=O)OC)c1CC#N	3	0.0	-11	-0.2
CCN1CCN(C(=S)Nc2ccccc2Cl)CC1	0	0.1	11	-1.3
Cc1ccc(-c2cc(-c3cc(Cl)ccc3O)on2)cc1	-28	-0.2	15	0.0
COCCn1nnnc1C(c1cc2cc(C)ccc2[nH]c1=O)N1CCc2ccccc2C1 (stereo unspecified)	7	0.0	-2	1.7
O=C(CN1C(=O)C(c2ccccc2)Oc2cccnc21)NC1CCCCCC1 (stereo unspecified)	9	0.5	12	1.0
Cc1ccc(CNC(=O)c2cccnc2SCC(=O)NCCc2ccccc2)cc1	8	-0.1	9	0.2
CC(C)n1c(-c2cccc(N)c2)nc2c(Nc3ccccc3)ncnc21	-16	0.0	3	0.4
COc1ccc(C2(C)NC(=O)N(Cc3cc(=O)n4cc(C)ccc4n3)C2=O)cc1OC (stereo unspecified)	-1	0.1	-7	1.3
Cc1ccc2nc(C(F)(F)F)n(N3C(=O)C4CC4C3=O)c(=O)c2c1 (stereo unspecified)	-9	0.0	-2	-0.9
C/C(=C/c1ccccc1)C(=O)Nc1cccc([N+](=O)[O-])c1C	-24	0.2	4	1.3
COc1cccc(C(=O)Nc2cccc(-n3c(C)nc4ccccc4c3=O)c2)c1OC	-22	0.4	-3	1.3
O=C(O)c1cc(Cl)c(Cl)cc1C(=O)Nc1ccc(O)cc1	1	-0.2	20	-1.2
COc1ccc(Br)cc1/C=C/C(=O)O	-2	-0.1	-9	1.2
Cc1ccc(C(=O)NCC(=O)OC/C(O)=C(\C#N)c2nc3ccccc3[nH]2)s1	3	-0.2	3	0.5
O=C(CCc1nnc(CCCCc2ccccc2)o1)NCC1(O)CCCCC1	-5	0.4	16	1.0
O=[N+]([O-])c1cccnc1N1CCOCC1	6	0.2	6	1.0
CCOc1cc(/C=N/NC(=O)Cn2c(-c3nonc3N)nc3ccccc32)ccc1O	46*	0.2	6	0.4
Cc1csc(SCC(=O)Nc2sc3c(c2C#N)CCC(C)C3)n1 (stereo unspecified)	-6	0.0	-5	2.4
CN(C(=O)CSc1ncnc2sccc12)C1CCCCC1	-56	-0.2	-5	-1.2
CCN1CCN(CC(=O)NC2CCCC2)C(=O)C1=O	9	0.3	12	0.4
COc1ccccc1NC(=O)C1CC12CCN(Cc1ccc3c(c1)CCO3)CC2 (stereo unspecified)	3	-0.1	10	-0.9
O=C(c1ccccc1)N1CCc2c([nH]c3ccccc23)C1c1ccc2c(c1)OCO2 (stereo unspecified)	4	0.0	3	1.4
COc1cc(/C=C2\SC(=Nc3c(C)cccc3C)N(c3ccccc3)C2=O)ccc1OC(C)C	-2	-0.1	2	0.7
Fc1ccc(N2Cc3cc4c(cc3C2)CN(c2ccc(F)cc2)C4)cc1	10	0.0	5	-0.6
Nc1nc(NC2CC2)cc(N2CCOCC2)n1	-1	0.0	1	0.4

(listing goes on)
SMILES	TEAD-YAP inh	FBW7 activator	MITF primary	GPR151 activ
Cc1ccc(-n2c(=S)sc3c(=O)n(-c4ccc(F)cc4)c(=S)[nH]c32)c(C)c1	-1	0.1	0	-2.0
O=C(Nc1ccc(I)cn1)c1ccc(F)cc1	-65	0.0	-1	0.1
O=C(Nc1ccc(CN2CCN(c3ccccn3)CC2)cc1)C1CCCCC1	-35	0.1	11	0.9
COc1cccc(NC(=O)CCC2CCN(Cc3cnc(N)nc3)CC2)c1	-2	0.0	14	-0.6
COc1ccc(S(=O)(=O)NC(C)(C)C)cc1I	-7	0.6	23	-0.4
Nc1nc(NCCCN2CCCC2=O)cc(Nc2cnccn2)n1	12	-0.1	5	0.4

Source: PubChem
